# VEEV TC-83 Vero: inhibitors of VEEV TC-83 cytopathic effect, confirmation, Vero cells (AID 588727) | inhibition, % at 20 µM; hits with a dose series show IC50 in µM | Vero cells, VEEV TC-83 cytopathic effect inhibition; higher % means a stronger effect | hit rate 0.13% among 350,000; in the data active means a potency from the dose series; inconclusive means inhibition mostly from about 14% at the one dose, without a potency; inactive means the rest, 99 in 100 with inhibition below about 12%; further: strong numbers were not always called active
# tuberculosis growth: growth inhibition of non-replicating M. tuberculosis (AID 488890); hit rate 0.39% among 320,000; inhibition, % at 25 µM, or IC50 in µM where a hit was titrated; Mycobacterium tuberculosis non-replicating, growth inhibition; higher % means a stronger effect; in the data active means a potency from the dose series; inconclusive means inhibition mostly from about 82% at the one dose, without a potency; inactive means the rest, 99 in 100 with inhibition below about 76%;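 further: plate controls were DMSO cells for no effect and high antibiotic wells for full effect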
# H37Rv inhibition: M. tuberculosis growth inhibition, HTS (AID 449762); hit rate 0.59% among 330,000; M. tuberculosis H37Rv growth inhibition, 7H9 media; higher % means a stronger effect; inhibition, % at 25 µM; hits with a dose series show IC50 in µM; in the data active means a potency from the dose series; inconclusive means inhibition above about 70% without an active follow-up result;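 further: bacterial growth assessed after seven days of incubation; strong numbers were not always called active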
# H1N1 NS1A inhibition: H1N1 influenza NS1A inhibitors, functional cell based assay (AID 504329). hit rate 0.3% among 340,000. NS1A functional cell-based assay, percent inhibition; higher % means a stronger effect. inhibition, % at 12.5 µM, or IC50 in µM where a hit was titrated; in the data active means a potency from the dose series; inconclusive means inhibition above about 27% without an active follow-up result; further: strong numbers were not always called active
# Salmonella PhoP GFP: PhoP regulon inhibitors, Salmonella typhi PhoP promoter GFP reporter, confirmatory (AID 1850); Salmonella Typhi PhoP-promoter GFP reporter, fluorescence, 4 h; higher % means a stronger effect; inhibition, % at 50 µM, or IC50 in µM where a hit was titrated; hit rate 0.33% among 310,000; in the data active means a potency from the dose series; inconclusive means inhibition mostly from about 25% at the one dose, without a potency; inactive means the rest, 99 in 100 with inhibition below about 19%;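 further: 0% = induced wells with vehicle and 100% = uninduced wells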
# VEEV TC-83 Vero 10K pilot screen: second read-out of VEEV TC-83 Vero, no call of its own (marks repeat the call); inhibition, %; measured here: 10K pilot screen inhibition
# Numbers without * were called inactive; i = inactive; u = inconclusive; x = not tested or not shown. Compounds were not picked by outcome; any-hit rate near 1.5%.
# Start of the data: the first six compounds, ahead of the listing:
SMILES,VEEV TC-83 Vero,tuberculosis growth,H37Rv inhibition,H1N1 NS1A inhibition,Salmonella PhoP GFP,others
CCc1ccccc1NC(=O)CN(c1ccc(OC)cc1OC)S(=O)(=O)c1ccccc1,0.6%,5%,6%,-5%,-9%,
COCc1nc2ccccc2n1Cc1ccccc1,4.6%,15%,-3%,11%,-2%,
Cc1ccccc1C=Nc1ccccc1C(N)=O,2.2%,-18%,-2%,-4%,-2%,
CC(=O)Nc1cc2c3ccccc3n(C)c2cc1[N+](=O)[O-],1.3%,x,x,3%,x,
Cc1ccc(NC(=S)NC(=O)C2CCCCC2)c(Br)c1,5.2%,u,12%,6%,x,
COc1ccc(C(=O)N(C)Cc2ccc(C)o2)cc1OC1CCN(C(C)C)CC1,i,-5%,-18%,3%,-11%,

# This part in full, previewed entries included:
SMILES,VEEV TC-83 Vero,tuberculosis growth,H37Rv inhibition,H1N1 NS1A inhibition,Salmonella PhoP GFP,others
CCc1ccccc1NC(=O)CN(c1ccc(OC)cc1OC)S(=O)(=O)c1ccccc1,0.6%,5%,6%,-5%,-9%,
COCc1nc2ccccc2n1Cc1ccccc1,4.6%,15%,-3%,11%,-2%,
Cc1ccccc1C=Nc1ccccc1C(N)=O,2.2%,-18%,-2%,-4%,-2%,
CC(=O)Nc1cc2c3ccccc3n(C)c2cc1[N+](=O)[O-],1.3%,x,x,3%,x,
Cc1ccc(NC(=S)NC(=O)C2CCCCC2)c(Br)c1,5.2%,u,12%,6%,x,
COc1ccc(C(=O)N(C)Cc2ccc(C)o2)cc1OC1CCN(C(C)C)CC1,i,-5%,-18%,3%,-11%,
CCOc1ccccc1Oc1c(C)oc2c(CN3CCN(CCO)CC3)c(O)ccc2c1=O,0.1%,-5%,-11%,6%,5%,
CC1Oc2ccccc2OC1(O)c1ccccn1 (stereo unspecified),0.2%,-6%,-2%,-6%,-5%,
COc1cc(CNCc2ccc(Br)cc2)cc(OC)c1,0.5%,39%,-2%,3%,3%,
Cc1ccccc1NC(=O)c1cccc(Cn2cc(Br)c([N+](=O)[O-])n2)c1,9.2%,23%,0%,26%,14%,
CNC(=O)N(O)C1N(/N=C/c2cc(Br)ccc2O)C(=S)SC1(C)C (stereo unspecified),i,30%,5%,-3%,-10%,
CCSc1ccc(NC(=O)c2cccnc2)cc1,1.2%,8%,30%,4%,-5%,
COc1ccc(NC(=O)c2cncc(Br)c2)cc1S(N)(=O)=O,1.2%,-6%,0%,6%,4%,
Cc1ccsc1C(=O)NNC(=O)c1ccc(NS(=O)(=O)c2cccs2)cc1,3.1%,38%,26%,-8%,-1%,
Cc1cc(C(=O)OCC(=O)NCc2cccs2)c2ccccc2n1,i,7%,-3%,-12%,-1%,
COc1ccc(OCC(=O)NNC(=O)c2nn(C)c(=O)c3ccccc23)cc1,i,-15%,4%,1%,-4%,
CCOc1ccc(N2C(=O)CC(NCC3CCCO3)C2=O)cc1 (stereo unspecified),i,1%,2%,10%,-9%,
CCOC(=O)C1CCN(C(=O)Cn2nc(C)n3c(cc4cc(C)ccc43)c2=O)CC1,1.1%,-2%,0%,6%,-9%,
O=C(COc1ccc(-n2cnnn2)cc1)Nc1ccccc1Cl,0.9%,4%,-3%,-3%,-10%,
Cc1cnc(C(=O)NCc2ccc(Cl)cc2Cl)cn1,i,22%,-3%,2%,2%,
Cc1ccc(S(=O)(=O)N(CC(=O)NCc2ccco2)c2ccccc2C)cc1,i,-3%,-3%,-7%,-1%,
CC(=O)Nc1ccc(C2=NNC(=NCC3CCCO3)SC2)cc1 (stereo unspecified),0.1%,-8%,-3%,7%,-8%,
CN(CCC#N)C(=O)COC(=O)c1ccc2[nH]c3c(c2c1)CCCC3,66%,17%,4%,x,-5%,
CCOc1ccc(CC(C(N)=O)C(N)=O)cc1,2.1%,14%,10%,-8%,-23%,
Clc1ccc2c(N3CCOCC3)ccnc2c1,0.5%,13%,-3%,-3%,-3%,
Cn1c(N)c(C(=O)COC(=O)CCC(=O)c2cccs2)c(=O)n(C)c1=O,6.6%,2%,7%,11%,-2%,
CN(c1ccccc1)S(=O)(=O)c1nnc(NC(=O)COc2ccccc2F)s1,1.3%,7%,2%,-4%,-6%,
COc1cccc(CNC(=O)COC(=O)/C=C/c2ccc(SC)cc2)c1,0.6%,44%,5%,-4%,x,
Cc1ccc(S(=O)(=O)NCC2CCCO2)cc1[N+](=O)[O-] (stereo unspecified),0.7%,-4%,3%,4%,-5%,
Cc1cc(C)n(-c2ccc(Cl)c(Cl)c2)n1,i,20%,10%,-1%,-3%,
C=CCc1c(C)nc(-c2ccccc2)nc1N/N=C/c1ccccc1,3.7%,59%,21%,1%,-6%,
O=C(C1CC(=O)N(c2ccc(F)cc2)C1)N1CCCCC1 (stereo unspecified),i,-13%,4%,6%,-16%,
C=CCOC(=O)C1=C(C)NC(SCC(=O)Nc2nccs2)=C(C#N)C1c1ccc(Cl)cc1 (stereo unspecified),8.6%,-7%,4%,8%,3%,
Cc1ccc(C)c(NS(=O)(=O)c2ccc(OCC(=O)N3CCOCC3)cc2)c1,2.7%,15%,-6%,-18%,4%,
Cc1ccc(-n2nnnc2C(Cl)(Cl)c2nnnn2-c2ccc(C)cc2)cc1,13%,u,62%,-5%,4%,
O=[N+]([O-])c1nn(-c2cccc(Cl)c2)n(O)c1=NCc1cccnc1,i,78%,u,3%,-4%,
Cc1cc(-c2csc(N)n2)c(C)n1CCc1ccccc1,1.2%,64%,-4%,5%,-4%,
CC(C)CN(CC(C)C)C(=O)CC(=O)NC(=O)c1ccc(Cl)cc1,1.7%,-1%,-6%,-16%,-3%,
CCOP(=O)(OCC)C(NC(C)=O)C(Cl)(Cl)Cl (stereo unspecified),0.6%,-7%,4%,7%,4%,
COc1ccc(C2CC(c3ccc(Cl)cc3Cl)n3nc(N)nc3N2)cc1 (stereo unspecified),0.2%,56%,5%,-13%,2%,

# Some of these compounds in order of molar mass, rising:
SMILES,VEEV TC-83 Vero,tuberculosis growth,H37Rv inhibition,H1N1 NS1A inhibition,Salmonella PhoP GFP,others
O=C(C1CC(=O)N(c2ccc(F)cc2)C1)N1CCCCC1 (stereo unspecified),i,-13%,4%,6%,-16%,
Cc1cc(-c2csc(N)n2)c(C)n1CCc1ccccc1,1.2%,64%,-4%,5%,-4%,
CC(=O)Nc1ccc(C2=NNC(=NCC3CCCO3)SC2)cc1 (stereo unspecified),0.1%,-8%,-3%,7%,-8%,

# Next part:
SMILES,VEEV TC-83 Vero,tuberculosis growth,H37Rv inhibition,H1N1 NS1A inhibition,Salmonella PhoP GFP,others
CC(C)c1ccc(C(=O)NNC(=O)c2ccncc2)cc1,0.4%,50%,-9%,-10%,-6%,
CCOC(=O)C1=C(c2ccccc2)O/C(=C(/C(=O)OC)C(F)(F)F)S1,1.1%,10%,-9%,-7%,-17%,
O=C(NCCCN1CCOCC1)C(=O)NCCc1ccccc1,0.8%,-4%,-7%,0%,-1%,
CCOC(=O)N1CCC(N(CCN(C)C)C(=S)Nc2cccc(OC)c2)CC1,0.3%,-3%,-1%,-9%,-4%,
COc1ccc(C(CNC(=O)CNC(=O)c2cccc(C)c2)N2CCCCC2)cc1 (stereo unspecified),0.3%,x,x,-4%,x,
CCC/C(O)=C1\C(=O)CCCC1=NCCc1c(C)[nH]c2ccccc12,0.6%,3%,3%,16%,2%,
CC1CCN(C(=O)C2CCCN(S(C)(=O)=O)C2)CC1 (stereo unspecified),0.1%,-3%,2%,-4%,23%,
CC1(C)CC(n2[nH]c(=O)c3c2NC(=O)CSC3c2ccc(F)cc2)CCO1 (stereo unspecified),i,21%,-3%,-4%,-3%,
O=C(Cn1cnc2ccccc21)N/N=C/c1ccccc1[N+](=O)[O-],0.6%,-2%,7%,2%,-9%,
O=C(O)c1cc(-n2cccc2)ccc1N1CCOCC1,0.5%,-7%,0%,x,-4%,
Cc1ncsc1CCOC(=O)c1ccc(N2CCOCC2)c([N+](=O)[O-])c1,1.0%,46%,6%,-7%,0%,
CC(C)C(NC(=O)CN1C(=O)c2cccc3cccc1c23)C(C)C,i,13%,-1%,-19%,-1%,
CC1CC(C)CN(CC(C)(C)NS(=O)(=O)c2ccc(Cl)cc2)C1 (stereo unspecified),i,x,-9%,7%,10%,
COc1ccc(CNC(=O)C2CCN(C(=O)c3ccccc3)CC2)cc1,4.4%,-5%,-4%,-1%,1%,
CCCCOc1ccc(N(CC(=O)NCc2ccccc2)C(=O)c2csnn2)cc1,0.4%,17%,-4%,9%,-2%,
Cc1cc(C(=O)Nc2sc3c(c2C#N)CCCCC3)cs1,i,21%,8%,-7%,-2%,
Cc1ccc(COC(=O)c2nn(-c3ccccc3)nc2N)cc1,4.6%,43%,-5%,-1%,-10%,
CN(C)CCN=Cc1c(O)n(Cc2ccccc2)c(=O)c2ccccc12,i,31%,4%,16%,7%,
COc1ccc(C2N(c3cccc(Cl)c3)C(=O)C3CCCN32)cc1 (stereo unspecified),0.3%,-6%,-2%,6%,-12%,
O=C(c1ccccc1F)N1CCN(c2ccc([N+](=O)[O-])c3cccnc23)CC1,1.3%,7%,-7%,6%,-5%,
COc1cccc(CN2C(=O)C(C)N(C(=O)c3ccccc3)c3ccccc32)c1 (stereo unspecified),1.3%,6%,2%,-3%,-2%,
O=C(COC(=O)c1n[nH]c(=O)c2ccccc12)Nc1ccccc1,0.9%,x,x,-16%,x,
CCOc1nnc(C)c2c(C)n(-c3cccc(Cl)c3)nc12,5.3%,2%,-3%,-6%,-10%,
CC(C)n1nnnc1SCC(=O)Nc1ccccc1N1CCOCC1,4.5%,-6%,-2%,-11%,0%,
Cn1c(SCC(=O)c2ccc3c(c2)OCO3)nnc1-c1ccccn1,7.1%,16%,2%,12%,-4%,
CCOC(=O)COn1c(=O)c(-c2ccc(OCC)cc2)[n+]([O-])c2ccccc21,1.7%,-1%,1%,-2%,-2%,
Cc1ccc2c(c1)NC(=O)C(CC(=O)NCCN(C)C)O2 (stereo unspecified),0.6%,3%,-3%,1%,-5%,
COC(=O)C1CSC(C(=O)OC)N1C(=O)Nc1ccc(Cl)c(Cl)c1 (stereo unspecified),i,-13%,-2%,-7%,-2%,
CC(C)(C)c1ccc(-c2ncccc2O)cc1,4.3%,20%,2%,-7%,-12%,
O=C(COC(=O)c1ccc([N+](=O)[O-])cc1)NC1CCCC1,3.8%,64%,6%,4%,5%,
O=C(CN(C(=O)c1nsc(Cl)c1Cl)c1cccc(F)c1)NC1CCCC1,1.3%,-1%,-4%,3%,-5%,
Nc1cc(C(F)(F)F)ccc1C(=O)O,0.8%,x,-8%,-4%,10%,
COc1cc(/C=N\NC(=O)CN2CCOCC2)ccc1OCC(=O)Nc1ccc(C)c(C)c1,1.3%,22%,7%,1%,-19%,VEEV TC-83 Vero 10K pilot screen=4.4
Cc1sc(NC(=O)c2ccco2)c(CN2CCC(C)CC2)c1C,i,-13%,-2%,13%,-6%,
O=C(NCCCN=C1NS(=O)(=O)c2ccccc21)c1ccc(S(=O)(=O)N2CCOCC2)cc1,0.5%,9%,-7%,17%,-2%,
CC(C)c1nc2ccc(C(=O)O)cc2[nH]1,0.2%,-10%,-12%,3%,-3%,
CC(C)NC(=O)C1CCN(C(=O)c2ccc(-c3ccccc3)cc2)CC1,5.0%,-6%,-6%,-4%,-3%,
Cc1cc(C)c(NC(=O)CCN2C(=O)c3ccccc3S2(=O)=O)c(C)c1,0.3%,-2%,-7%,-4%,-2%,
CCOc1ccc(NC(=O)CCC(=O)NNC(=O)c2ccc(Br)o2)cc1,0.9%,15%,u,6%,-4%,
Cc1ccc(C(=O)NCCc2ccccn2)cc1S(=O)(=O)N1CCOCC1,x,-10%,4%,x,2%,
Cc1cccc(OCc2nnc(SCC(=O)NC3CCCCC3)n2C)c1,0.8%,5%,5%,6%,-5%,
CN(C)c1ccc(C=C2C(=O)OC(C)(C)OC2=O)cc1,0.8%,-2%,3%,1%,-13%,
COc1cc(Nc2cc(C)nc3nc(C)nn23)cc(OC)c1OC,0.6%,-26%,-5%,-8%,18%,
COc1ccc(C(=O)NC(=S)Nc2nc(C)cc(C)n2)cc1Br,4.0%,-5%,6%,x,-5%,
COc1cccc(C(=O)Oc2ccc3c(C)cc(=O)oc3c2C(C)=O)c1,1.8%,-12%,1%,-3%,-3%,
COc1ccc(CCCc2nnc(SCC(=O)Nc3cc(C)ccc3C)o2)cc1,i,71%,5%,-3%,-11%,
Cc1ccc2c(c1)N(CC(=O)NC1CCC(C)CC1)C(=O)c1cccnc1O2 (stereo unspecified),1.0%,14%,-5%,8%,-5%,
Cc1cc[n+](C2=C([O-])c3ccccc3C(=O)/C2=N\S(=O)(=O)c2cccs2)cc1C,i,10%,-2%,-1%,-4%,
Cc1ccc(NC(=O)c2cc3nc(C)cc(C)n3n2)cc1,3.0%,11%,1%,3%,-8%,

# Screening results (PubChem)
